# AGP1-GFP MLPCN: alters AGP1-GFP fluorescence in TOR pathway yeast screen; 0.02% of 320,000 active; GFP response vs DMSO, % at 10 µM; S. cerevisiae AGP1-GFP multiplex flow cytometry, 3 h; GFP as percent of DMSO wells;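 active means GFP response relative to DMSO above a set limit, near screen average plus 3 SD, cut at about 150% in these data; inconclusive means fewer than 70 cells counted for the yeast strain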;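 further: median GFP channel fluorescence of the gated AGP1 strain per well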
# CIT2-GFP yeast: modulators of TOR pathway CIT2-GFP in S. cerevisiae | S. cerevisiae CIT2-GFP strain, flow cytometry, 3 h; 100 means same as DMSO wells | GFP response vs DMSO, % at 10 µM | 0.065% of 320,000 active | AID 2029;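 active means GFP response relative to DMSO above a set limit, near the screen mean plus 3 SD, cut at about 150% in these data; inconclusive means Fewer than 70 cells measured for a yeast strain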;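 further: ratio of well median GFP fluorescence to mean of DMSO wells on the plate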
# RPL19A TOR yeast: alters RPL19A-GFP fluorescence in TOR pathway yeast screen | 0.3% of 330,000 active | AID 2025 | percent response vs DMSO, % at 10 µM | S. cerevisiae RPL19A-GFP strain, flow cytometry, 3 h; hits give low values;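 active means percent response vs DMSO below 50%; inconclusive means fewer than 70 events counted for the yeast strain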;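 further: median channel GFP fluorescence of the barcoded RPL19A-GFP strain; ratio of sample median GFP to plate DMSO average so 100% = DMSO; lower means less RPL19A-GFP as with rapamycin TOR inhibition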
# MEP2 TOR yeast: alters MEP2-GFP fluorescence in TOR pathway yeast screen. S. cerevisiae MEP2-GFP strain, flow cytometry GFP, 3 h; 100% = DMSO control level. GFP response vs DMSO, % at 10 µM. 0.51% of 330,000 active. AID 2016;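 active means GFP response versus DMSO above a set limit, roughly screen mean plus 3 SD, cut at about 180% in these data; inconclusive means fewer than 70 cells counted for a yeast strain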;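 further: median GFP fluorescence of the barcode-gated MEP2-GFP cells per well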
# Efflux pump mplx: antifungal efflux pump inhibition, Nile Red retention | S. cerevisiae Candida pump triplex | inhibition, % at 10 µM | 0.44% of 330,000 active;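 active means plate passing quality check with inhibition over a set limit, or well fluorescence over plate mean plus 4 SD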;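 further: Nile Red retained in pooled yeast measured as flow cytometry median fluorescence; 0% = buffer negative control and 100% = Enniatin B positive control; higher means more Nile Red kept so more efflux inhibition; some compounds called inactive have numbers as strong as hits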
# LAP4-GFP MLPCN: yeast TOR pathway LAP4-GFP modulation; S. cerevisiae LAP4-GFP multiplex, flow cytometry GFP, 3 h; median GFP as percent of DMSO wells; GFP response vs DMSO, % at 10 µM; 0.34% of 320,000 active;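 active means GFP response vs DMSO above a set limit, about the screen mean plus 3 SD, cut at about 150% in these data; inconclusive means under 70 cell events counted for the yeast strain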
# AHR act: human AHR activation | AHR-responsive luciferase reporter cells, luminescence | activation, % at 5 µM | 2.5% of 320,000 active; in the data active means activation above about 47%;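 further: 0% = vehicle wells and 100% = reference agonist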
# Target sequence (P35869 whole entry, looked up): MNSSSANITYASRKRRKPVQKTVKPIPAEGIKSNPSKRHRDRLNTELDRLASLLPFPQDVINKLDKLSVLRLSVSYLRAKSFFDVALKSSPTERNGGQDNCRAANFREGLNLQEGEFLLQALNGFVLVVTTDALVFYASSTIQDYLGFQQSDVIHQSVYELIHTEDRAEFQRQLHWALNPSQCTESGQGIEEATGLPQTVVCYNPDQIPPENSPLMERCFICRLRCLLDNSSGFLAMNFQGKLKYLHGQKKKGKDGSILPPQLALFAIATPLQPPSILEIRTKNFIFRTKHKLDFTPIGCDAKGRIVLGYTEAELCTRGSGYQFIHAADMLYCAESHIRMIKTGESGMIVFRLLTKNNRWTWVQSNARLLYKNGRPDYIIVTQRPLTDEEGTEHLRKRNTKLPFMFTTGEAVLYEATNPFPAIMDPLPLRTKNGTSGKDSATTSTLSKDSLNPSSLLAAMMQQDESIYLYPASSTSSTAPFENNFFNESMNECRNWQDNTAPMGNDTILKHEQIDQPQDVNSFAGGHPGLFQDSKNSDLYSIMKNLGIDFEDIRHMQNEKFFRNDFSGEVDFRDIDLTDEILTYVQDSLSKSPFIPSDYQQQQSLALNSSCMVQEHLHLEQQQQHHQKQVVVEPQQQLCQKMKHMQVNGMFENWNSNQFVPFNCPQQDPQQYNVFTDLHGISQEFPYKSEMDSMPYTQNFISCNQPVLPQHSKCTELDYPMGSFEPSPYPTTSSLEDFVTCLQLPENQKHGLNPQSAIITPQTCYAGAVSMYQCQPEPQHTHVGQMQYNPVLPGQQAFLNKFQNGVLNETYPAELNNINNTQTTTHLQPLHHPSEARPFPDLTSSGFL
# Yeast superoxide: caloric restriction mimetics inhibiting age-related superoxide in yeast; 0.18% of 330,000 active; S. cerevisiae aged cells, superoxide DHE fluorescence; hits give low values; superoxide response (% of plate mean), % at 10 µM;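 active means superoxide response under a set limit, about three screen SD below normal, cut at about 65% in these data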;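 further: yeast aged for seven days with compound at 30 °C before DHE staining; 100% = average MFI of all compound-treated wells on the plate with controls excluded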
# An asterisk follows results filed as active; ? = inconclusive; nt = no result given; & = joins results of further samples; [ ] = remark or other dose.
SMILES,AGP1-GFP MLPCN,CIT2-GFP yeast,RPL19A TOR yeast,MEP2 TOR yeast,Efflux pump mplx,LAP4-GFP MLPCN,AHR act,Yeast superoxide
CC[C@@]1(C(=O)OC)N[C@H](CN(C)C(=O)Nc2ccc(Cl)cc2)[C@@H]2C(=O)N(C)C(=O)[C@@H]21,92,88,90,85,0.1,95,2,119
COc1ccccc1NC(=S)N(CCCN1CCOCC1)Cc1cccs1,104,109,102,100,-0.1,107,3,85
Cc1n(CC(O)COC2CCCCC2)c2ccccc2[n+]1C (configuration not stated),87,90,85,101,0.1,92,-2,114
COc1ccc2oc(=O)c(N3C(=O)c4ccccc4C3=O)cc2c1,97,99,94,96,-0.1,97,1,92
Cc1cnn(C(=O)c2oc3ccccc3c2C)c1,105,106,100,110,0.0,100,6,121
Cc1ccc(-n2nc(C)c3c2OC(N)=C(C#N)C3c2cccs2)cc1 (configuration not stated),95,91,101,101,0.0,92,68*,91
CCOC(=O)c1ccc(-n2ccnc2)c(NC(=O)c2cccc(Br)c2)c1,95,96,100,103,-0.2,88,18,114
Cc1ccccc1Nc1nc(N)nc(CSc2nnnn2C)n1,108,94,106,103,-0.1,110,6,118
COc1ccc(/C(O)=C2/C(=O)C(=O)N(CCCN3CCOCC3)C2c2ccc(C)cc2)cc1 (configuration not stated),100,95,102,102,0.0,98,nt,103
COc1ccc(Cn2nnnc2C(c2cccs2)N2CCCCCC2)cc1 (configuration not stated),97,105,97,95,0.0,99,1,85
COc1ccc(NC(=O)Cn2c(=O)oc3cc(S(=O)(=O)N4CCCC4)ccc32)c(OC)c1,95,98,96,89,-0.1,91,3,110
COc1ccc(C(=O)CCC(=O)N2CCN(c3ccc([N+](=O)[O-])cc3)CC2)cc1,96,94,96,98,0.3,96,0,79
O=C(CSc1ccccn1)N1CCN(C(=O)CSc2ccccn2)CC1,102,104,97,100,0.0,97,-1,92
CC(=O)Nc1ccc(S(=O)(=O)NCCC(=O)OCc2csc(CC(=O)Nc3ccccc3C)n2)cc1,109,98,97,96,-0.1,109,3,112
O=C(O)Cn1c(=O)c2cccn2c2ccccc21,100,111,103,110,-0.1,96,10,92
CC1Cc2ccccc2N1C(=O)COC(=O)c1ccc([N+](=O)[O-])o1 (configuration not stated),98,99,99,91,0.0,87,2,132
C[C@H](CO)N1C[C@H](C)[C@@H](CN(C)C(=O)Nc2ccc3c(c2)OCO3)Oc2ccc(NC(=O)NC3CCCCC3)cc2C1=O,99,104,94,96,0.0,97,2,78
O=C(Nc1cccc(NC(=O)c2cncc(Br)c2)c1)c1cncc(Br)c1,103,102,108,108,0.1,90,-4,108
COc1ccc(/C=N/NC(=O)C(C)n2nnc3ccccc32)cc1OC (configuration not stated),101,97,100,98,0.0,91,6,98
COc1cccc(CN2CCCC(C(=O)N3CCCCC3)C2)c1 (configuration not stated),113,106,104,108,-0.1,nt,-1,98
Cn1c2ccccc2c(=O)c2c(=O)n(-c3ccccc3)c(C3CCCCC3)nc21,95,88,96,94,-0.3,110,37,100
Fc1cccc(CN2CCN(Cc3nc(CCc4ccccc4)no3)CC2)c1,105,102,103,95,0.0,98,3,100
Cc1ccccc1OCC(O)CN1CCN(c2ccccn2)CC1 (configuration not stated),105,101,112,105,0.1,99,2,100
O=C1CN(C(=O)CSc2nnc(Nc3ccccc3)s2)c2ccccc2N1,96,98,101,103,-0.2,90,17,101
Cn1c(C(=O)O)c(CC(=O)NCc2cccnc2)c2ccccc21,108,105,108,112,-0.1,107,5,88
CCOC(=O)C(C(=O)OCC)N(C#N)c1nc(C)cc(C)n1,109,98,100,103,0.2,100,0,91
COC(=O)CSc1nc(C)c(Oc2ccccc2)c(=O)[nH]1,105,105,105,114,0.0,103,-2,103
COc1ccccc1C(=O)Nc1ccc2c3c(cccc13)CC2,95,99,101,104,0.1,101,83*,105
Cc1ccc(OCC(O)CN2CCN(Cc3ccc4c(c3)OCO4)CC2)c(C)c1 (configuration not stated),95,94,95,102,0.1,98,-2,89
CCOc1ccc(C)cc1S(=O)(=O)n1cnc2ccccc21,106,97,97,94,-0.1,109,0,89

# Structures shown so far containing a furan ring, fused or not:
SMILES,AGP1-GFP MLPCN,CIT2-GFP yeast,RPL19A TOR yeast,MEP2 TOR yeast,Efflux pump mplx,LAP4-GFP MLPCN,AHR act,Yeast superoxide
Cc1cnn(C(=O)c2oc3ccccc3c2C)c1,105,106,100,110,0.0,100,6,121
CC1Cc2ccccc2N1C(=O)COC(=O)c1ccc([N+](=O)[O-])o1 (configuration not stated),98,99,99,91,0.0,87,2,132

# The list continues.
SMILES,AGP1-GFP MLPCN,CIT2-GFP yeast,RPL19A TOR yeast,MEP2 TOR yeast,Efflux pump mplx,LAP4-GFP MLPCN,AHR act,Yeast superoxide
COc1ccc(/C=N\Nc2ccc([N+](=O)[O-])cc2)c(C(=O)O)c1OC,102,113,114,107,0.0,100,5,106
CSCC[C@H](NC(=O)C1CCN(S(=O)(=O)c2ccc(C)cc2)CC1)C(=O)NCC1CCCO1 (some centres not stated),102,97,99,110,0.0,99,-1,93
O=C(Nc1cc(Cl)cc(Cl)c1)C(NCCO)c1ccccc1 (configuration not stated),103,101,100,98,-0.1,97,2,113
COc1c(C)cc(Br)cc1C(=O)O,107,nt,104,102,0.0,96,-1,102
Cc1nc(S/C(=C/c2ccc(-c3ccc(C(=O)O)cc3)o2)C(=O)O)n[nH]1,109,79,100,97,0.1,104,1,88
COc1ccc(-c2csc(NC(=O)CSc3nc(SC)ns3)n2)cc1,103,91,98,96,0.3,104,58*,120
Cc1ccccc1NC(=O)C(=O)N/N=C/c1cccc(Br)c1,96,100,102,98,-0.3,89,-1,97
C=CCn1c(N)cc(=O)nc1SCC(=O)NC(C)c1ccccc1 (configuration not stated),96,95,93,98,0.0,97,-2,90
O=C(Nc1cccc(Cl)c1)Nc1nnc(-c2ccncc2)s1,96,94,101,94,-0.3,94,0,104
Cc1ccc(NC(=O)C2(S(=O)(=O)c3ccc(C)cc3)CC2)cc1,102,91,95,97,-0.1,117,0,68
COC(=O)c1cc(S(=O)(=O)NCc2ccc(Br)cc2)c[nH]1,98,96,102,99,0.1,95,2,81
CC(=O)C1=C(c2ccc(Br)cc2)C(=O)c2ccccc2C1=O,85,91,91,93,0.1,112,13,111
Cc1ncc(CO)c(/C=N/Nc2ccc(C(F)(F)F)cn2)c1O,97,105,100,104,0.1,101,81*,107
Cc1ccc(S(=O)(=O)Nc2ccc3c(c2)C(=O)N([C@H](C)CO)C[C@H](C)[C@@H](CN(C)C(=O)Nc2ccc4c(c2)OCO4)O3)cc1,82,82,96,90,0.1,83,-1,105
COc1ccc(N2CCN(Cc3nc4c(c(=O)[nH]c(=O)n4C)n3CCCc3ccccc3)CC2)cc1,93,89,94,96,14*,94,2,98
O=S(=O)(NC1CCCCCC1)c1cccc(Cl)c1,95,87,98,95,0.1,99,-2,92
C[C@H](NC(=O)C1CCN(S(=O)(=O)c2ccccc2)CC1)C(=O)NCc1ccco1,101,103,100,107,0.0,96,0,103
CN(C)S(=O)(=O)c1ccc(NC(=O)CN2CCCCCC2)cc1,99,97,99,99,-0.1,95,0,98
CCCNc1ccc(C(=O)OCC)cc1[N+](=O)[O-],101,92,97,98,0.0,111,1,97
O=C(c1cccc(Cl)c1)N1CCC(C(=O)N2CCN(Cc3ccccc3)CC2)CC1,95,91,87,98,-0.1,93,-1,101
O=C(CNC(=O)OCc1ccccc1)NCC(=O)N1CCCC1C(=O)OCc1ccccc1 (configuration not stated),104,106,102,102,0.0,99,0,100
O=C(COC(=O)c1cc2c(s1)CCCC2)Nc1ccc(Cl)cn1,94,96,103,101,0.1,88,1,125
COC(=O)C1(Cc2ccccc2)NC(c2ccccc2C)C2C(=O)N(c3ccc4c(c3)OCO4)C(=O)C21 (configuration not stated),100,97,99,101,-0.1,93,3,120
COc1ccc(CNC(=O)[C@H](C)NC(=O)C2CC(=O)N(c3ccc4c(c3)OCO4)C2)cc1 (some centres not stated),107,107,102,102,-0.1,99,0,96
O=C(N/N=C/c1ccccn1)c1[nH]c2ccc([N+](=O)[O-])cc2c1-c1ccccc1,105,106,101,110,-0.1,103,6,93
CCC(=O)N1CCN=C1SCc1c(F)cccc1Cl,102,98,101,100,-0.3,97,4,92
CS(=O)(=O)N(CC(=O)Nc1cccc([N+](=O)[O-])c1)c1ccccc1F,100,99,100,95,0.3,105,4,102
COc1ccc2[nH]c(=O)c(CN(C(=O)c3ccccn3)C3CCCCC3)cc2c1,108,111,101,105,0.1,101,6,92
CCCn1c(SCC#N)nc2c(c1=O)C1(CCCC1)Cc1ccccc1-2,101,110,98,100,-0.1,99,1,88
CCN(CC#CCC(O)(c1ccccc1)C1CCCC1)C(C)C (configuration not stated),107,114,102,107,0.1,110,1,114
CCN(CC)S(=O)(=O)c1ccc(NC(=O)COC(=O)c2cc(S(=O)(=O)Nc3ccc(OC)cc3)ccc2O)cc1,99,105,98,96,-0.1,92,-2,88
Cn1cc(S(=O)(=O)N2CCCC2)cc1C(=O)N1CCN(c2ccccc2)CC1,83,83,85,78,0.0,84,0,109
Cc1ccc(NC(=O)c2ccc(Cn3cc(Br)cn3)o2)cc1,74[may fluoresce violet],?,44*[may fluoresce violet],206*[may fluoresce violet],0.0,95[may fluoresce violet],60*,104
COC(=O)C(=C/C=C/c1ccco1)C(=O)OC,97,92,93,87,0.1,98,2,95
Cc1nc2c(o1)CCc1ccccc1C2N1CCN(C)CC1 (configuration not stated),106&96,99&107,99&102,99&103,0.0&0.3,102&88,0&-4,78&97
Cc1c(OC(C)C(=O)NC(Cc2c[nH]c3ccc(O)cc23)C(=O)O)ccc2c1oc(=O)c1ccccc12 (configuration not stated),97,95,97,92,-0.3,103,1,92
Oc1cc(NCCN2CCOCC2)cc2cccnc12,102,97,98,99,0.2,107,2,146
O=C(OCC(=O)N1CCCc2ccccc21)c1cnc(Cl)c(Cl)c1,102,98,108,103,-0.1,100,0,93
CCN(CC)CCCN=Cc1c(-c2ccccc2)[nH]n(-c2nc3ccccc3s2)c1=O,104,97,107,121,0.0,99,20,148
CCOc1ccc2oc(C(=O)OCC(=O)NC(=O)NC3CCCC3)c(C)c2c1,103,97,103,108,-0.1,105,-1,94
O=C(CC1CCC1)NC(c1ccccc1)c1ccccc1,101,101,96,101,0.0,100,-1,104
CCOC(=O)C1=C(N)Oc2cc(O)ccc2C1c1ccc(F)cc1F (configuration not stated),105,106,104,105,0.0,100,2,97
Cc1nc(NC(=S)Nc2ccccc2)sc1C,85,91,99,106,0.0,105,21,105
CC1Cc2ccccc2N1CC(=O)NCc1ccc2c(c1)OCO2 (configuration not stated),92,96,99,97,-0.4,86,7,106
Cc1ccc2nc(N3CCN(c4ccccc4F)CC3)c(C=O)c(=O)n2c1,98,104,99,102,0.0,94,1,108
O=C(CCn1nnc(-c2cccs2)n1)NC1CCCCC1,100,99,96,97,-0.1,97,1,98
O=C1Cc2cc(S(=O)(=O)NCc3ccccc3Cl)cc3c2N1CCC3,101,101,97,101,0.0,91,5,97
S=c1[nH]nc(-c2ccc(Cl)cc2Cl)n1-c1ccccc1,92,101,98,97,0.0,81,0,103
O=C(c1ccc(-c2cccc(C(F)(F)F)c2)o1)N1CCOCC1,94,96,99,97,0.0,102,9,89
CN(C(=O)CCN1C(=O)c2ccccc2C1=O)c1ccccc1,106,102,107,108,0.0,100,-7,98
Cc1cccc(OCCCCCNCCO)c1,95,90,97,101,0.0,92,1,127

# Assay outcomes (PubChem)
